mABHD4 FP – inhibitors of mouse ABHD4; Q8VD66; inhibition, % at 8.92 µM; 370,000 tested, 0.54% active; purified mABHD4, FP-Rh probe fluorescence polarization;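 active means inhibition exceeding the mean over every tested compound plus 3 SD, cut at about 30% in these data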;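 further: 0% = plate median of compound wells and 100% = S159A mutant with DMSO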
Target sequence (Q8VD66 whole entry, looked up): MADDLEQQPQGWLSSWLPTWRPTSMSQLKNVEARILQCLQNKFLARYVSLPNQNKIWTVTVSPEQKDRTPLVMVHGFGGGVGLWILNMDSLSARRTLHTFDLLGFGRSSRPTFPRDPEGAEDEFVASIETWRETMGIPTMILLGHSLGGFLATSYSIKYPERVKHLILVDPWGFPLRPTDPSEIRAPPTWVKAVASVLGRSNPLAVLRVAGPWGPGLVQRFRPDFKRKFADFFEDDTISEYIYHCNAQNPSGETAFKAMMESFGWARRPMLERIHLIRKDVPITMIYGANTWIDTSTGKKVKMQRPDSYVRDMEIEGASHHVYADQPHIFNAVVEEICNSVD
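Test system: mouse ABHD4 enzyme, wild type. Reagent: FP-Rh fluorescent activity-based probe, added after compound pre-incubation. Timing: pre-incubation 45 min, probe exposure 60 min, at 25 °C. Technique: FP readout, ex 525 nm / em 598 nm. Benchmarks: high control S159A mutant with DMSO, low control median of compound wells.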
HTRA1 inh – inhibitors of human serine peptidase HTRA1. Q92743. recombinant HTRA1, FP-rhodamine activity-based probe, fluorescence polarization. inhibition, % at 5.96 µM. 340,000 tested, 0.5% active. AID 504803; in the data active means inhibition above about 36%;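 further: 0% = enzyme with DMSO and 100% = wells lacking enzyme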
UHRF1 binding – UHRF1 methyl-DNA binding inhibition; UHRF1 binding to methylated oligo, TR-FRET; 370,000 tested, 0.75% active; AID 687016; inhibition, % at 4.4 µM; in the data active means inhibition above about 21%;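 further: UHRF1 SRA domain binding a hemimethylated CpG hairpin DNA probe; 0% = median of test compound wells and 100% = reference inhibitor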
Target sequence (Q96T88 whole entry, looked up, the tested form may be a part): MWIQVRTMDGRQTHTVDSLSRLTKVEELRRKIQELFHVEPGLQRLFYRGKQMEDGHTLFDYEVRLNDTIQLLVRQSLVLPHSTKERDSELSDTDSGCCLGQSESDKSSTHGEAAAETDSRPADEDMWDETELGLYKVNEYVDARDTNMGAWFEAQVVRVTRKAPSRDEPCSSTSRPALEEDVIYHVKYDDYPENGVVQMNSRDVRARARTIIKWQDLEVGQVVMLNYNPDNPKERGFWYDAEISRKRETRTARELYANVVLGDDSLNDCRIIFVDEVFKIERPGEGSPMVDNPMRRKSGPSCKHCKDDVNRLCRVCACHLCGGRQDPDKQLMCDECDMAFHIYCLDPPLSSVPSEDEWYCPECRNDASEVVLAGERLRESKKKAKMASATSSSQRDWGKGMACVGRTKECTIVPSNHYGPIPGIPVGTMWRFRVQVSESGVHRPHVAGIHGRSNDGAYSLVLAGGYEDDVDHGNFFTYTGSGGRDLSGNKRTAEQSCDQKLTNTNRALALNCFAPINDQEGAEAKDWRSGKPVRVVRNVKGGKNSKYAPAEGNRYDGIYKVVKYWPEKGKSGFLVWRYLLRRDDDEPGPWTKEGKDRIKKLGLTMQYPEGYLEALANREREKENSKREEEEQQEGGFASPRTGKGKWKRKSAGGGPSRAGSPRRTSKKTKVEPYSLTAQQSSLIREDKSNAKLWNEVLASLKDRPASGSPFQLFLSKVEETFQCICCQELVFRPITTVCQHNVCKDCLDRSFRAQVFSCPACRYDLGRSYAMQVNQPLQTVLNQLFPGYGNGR
MBD2 DNA inh – inhibitors of human MBD2 binding to methylated oligonucleotide; TR-FRET; inhibition, % at 4.4 µM; 370,000 tested, 0.31% active; AID 686964; in the data active means inhibition above about 13%
PG9 binder – small molecules binding HIV-1 gp120 antibody PG9; TR-FRET gp120-PG9 antibody binding; inhibition, % at 6.7 µM; 360,000 tested, 0.43% active; AID 624416; in the data active means inhibition above about 8.5%
TCR CD3 inh – human TCR-CD3 binding inhibition; TAMRA-labeled TCR probe fluorescence, biochemical; inhibition, % at 9.4 µM; 360,000 tested, 0.37% active; AID 651800; in the data active means inhibition above about 19%;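 further: recombinant mutant TCR 2C K166C tagged with TAMRA read by polarization; 0% = receptor in buffer alone and 100% = receptor with positive control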
NR1D1 modulator – modulators of human Rev-erb alpha DNA binding | activity, % at 10 µM | Rev-erbα–FITC-DNA binding, fluorescence polarization, 90 min | 370,000 tested, 0.79% active | AID 1259318 | P20393;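 active means activity above about 14%, limit read from the data; passing the limit was not always enough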;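 further: 0% = DMSO wells with 35 nM protein and 100% = DMSO wells with 750 nM protein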
PRMT1 inh – blocks human protein arginine methyltransferase 1 | Q99873 | recombinant PRMT1, activity-based probe fluorescence polarization | inhibition, % at 2.79 µM | 370,000 tested, 1.3% active | AID 652257;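 active means inhibition above about 21% made by adding two undisclosed values, limit read from the data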
rCAG RNA binder – molecules binding r(CAG) RNA repeats; 370,000 tested, 1.3% active; inhibition, % at 3 µM; r(CAG) RNA repeat, TO-PRO-1 dye displacement fluorescence; AID 651821;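 active means inhibition above the plate cutoff, the mean of all test compounds on that plate plus 3 SD, cut at about 35% in these data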;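 further: 0% = DMSO alone and 100% = 100 µM mitoxantrone as full dye displacement; higher means more dye released from RNA so lower well fluorescence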
LEDGF integ inh – blocks HIV-1 LEDGF/p75-dependent DNA integration | 370,000 tested, 0.64% active | TR-FRET IN-LEDGF/p75 DNA integration, Eu/Cy5 | inhibition, % at 3.7 µM;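 active means inhibition above the screen-wide mean plus 3 SD, cut at about 13% in these data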;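 further: signal is the Cy5 over europium emission ratio at 671 and 618 nm; 0% = plate median of compound wells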
Numbers without * were called inactive; . = not tested or not shown. This is a subset (hit frequency here may not be typical).

The first 2 records as a preview:
SMILES	mABHD4 FP	HTRA1 inh	UHRF1 binding	MBD2 DNA inh	PG9 binder	TCR CD3 inh	NR1D1 modulator	PRMT1 inh	rCAG RNA binder	LEDGF integ inh
O=C(CSc1nccc(=O)[nH]1)c1c[nH]c2ccccc12	-2	-2	3	3	0.4	1	3	2	3	-3
O=[N+]1C2=C(CCCC2)N([O-])C12CCCC2	6	0	-1	0	-1.7	-2	2	0	0	-4

The list itself, from the start:
SMILES	mABHD4 FP	HTRA1 inh	UHRF1 binding	MBD2 DNA inh	PG9 binder	TCR CD3 inh	NR1D1 modulator	PRMT1 inh	rCAG RNA binder	LEDGF integ inh
O=C(CSc1nccc(=O)[nH]1)c1c[nH]c2ccccc12	-2	-2	3	3	0.4	1	3	2	3	-3
O=[N+]1C2=C(CCCC2)N([O-])C12CCCC2	6	0	-1	0	-1.7	-2	2	0	0	-4
O=C(/C=C/c1ccc(Cl)cc1)N(c1ccccn1)C1CCCCC1	-6	-11	1	4	-3.4	-3	1	2	-1	-1
C[C@@H]1[C@@H](O)C[C@]2(C[C@@H](O)c3ccccc3O2)O[C@H]1c1ccccc1	4	.	1	-3	.	.	8	-3	2	-3
CC(=O)N(c1ccc2oc(=O)sc2c1)S(=O)(=O)c1ccc(C)cc1	8	17	-4	4	2.5	2	2	86*	42*	-3
CCc1nn(-c2ccccc2)c(N)c1-c1ccc(OC)c(OC)c1	2	6	1	3	-3.3	3	-1	-3	-6	-1
Cn1nc(C(=O)OCC(=O)c2ccccc2)c2ccccc2c1=O	3	3	-2	-3	1.0	0	-3	1	6	-1
O=c1[nH]c2c(s1)C(c1ccc(O)cc1)C1C3CCC(C3)C1S2 (stereo unspecified)	-12	-64	-2	-2	-1.6	7	-2	4	22	-3
CN(C)S(=O)(=O)c1ccc(Cl)c(NC(=O)CSc2nc3c(cc2C#N)C(=O)CC(C)(C)C3)c1	-5	3	0	1	-3.3	6	12	3	3	1
COc1ccc(/C=N/NC(=O)c2cccc(C(F)(F)F)c2)cc1	-1	4	-1	0	0.1	-2	-5	1	-3	-4
CC(=O)n1cc(/C=N/NC(=O)c2sc(C)nc2C)c2ccccc21	0	-4	-3	0	0.3	-1	-1	1	5	-2
O=C(NCCCCc1ccccc1)C12CN(Cc3ccccc3)CC1C(c1cccc([N+](=O)[O-])c1)=NO2 (stereo unspecified)	-4	-14	1	0	-2.3	1	6	-2	10	-2
Cc1cccc(N(Cc2ccc(Cl)cc2)S(C)(=O)=O)c1	0	-6	1	-5	-1.3	4	2	-1	-6	3
C=CCN1C(=O)C(=O)N(CC(=O)NCC(=O)Nc2ccc(F)c(F)c2F)C1=O	4	6	-2	-1	-0.6	-4	0	2	0	-2
CCc1nnc(NC(=O)c2ccc(-c3ccccc3Cl)o2)s1	6	0	1	5	-0.2	-5	5	3	-4	-4
O=C1C(=O)N(CCS(=O)(=O)c2ccccc2)c2ccc(Cl)cc21	0	2	-3	3	-1.8	0	0	5	5	-6
Cc1ccnc(NC(=O)Nc2ccc(Br)cc2Cl)c1	-6	-2	21	0	-1.1	3	5	-1	5	1
CCOc1ccc(NC(=O)C2C(C(=O)O)C3(Cl)C(Cl)=C(Cl)C2(Cl)C3(Cl)Cl)cc1 (stereo unspecified)	-2	.	2	0	-2.0	3	-1	-1	15	5
CN(C(=O)c1ccc(NC(=O)C2CCCN(C(=O)OC(C)(C)C)C2)cc1)C1CCC1 (stereo unspecified)	7	-14	1	1	0.3	4	-2	0	-10	-2
NC(N)=NC1=NC(=O)C(Cc2ccccc2Cl)S1 (stereo unspecified)	6	2	12	4	-1.1	-9	3	3	-1	-4
COc1ccc2[nH]c(O)c(N=NC(=O)Cc3cccs3)c2c1	20	9	2	-6	-9.2	12	4	1	18	6
COc1ccc(Cl)cc1NC(=O)CSc1ncnc2c1oc1ccccc12	6	2	5	0	-2.5	-1	-24	1	0	1
Cc1nn(CC(=O)Nc2ccccc2C(F)(F)F)c(=O)c2cccn12	7	3	2	0	1.4	-7	-7	2	1	-5
C=CC[C@@H](Cc1ccc(F)cc1)C(=O)OC[C@@H]1CCCN1C(=O)[C@@H](CC=C)CC(=O)N[C@@H](CO)Cc1ccccc1	0	-14	2	2	-0.4	2	2	3	-8	2
CS(=O)(=O)c1ccc(C(=O)OCC#CCSc2nnc(-c3cccc4ccccc34)o2)cc1	0	.	-1	1	.	.	-9	3	.	-4
Further compounds follow:
SMILES	mABHD4 FP	HTRA1 inh	UHRF1 binding	MBD2 DNA inh	PG9 binder	TCR CD3 inh	NR1D1 modulator	PRMT1 inh	rCAG RNA binder	LEDGF integ inh
CN1CC(=O)N(C)c2ncn(Cc3ccccc3)c2C1=O	9	14	-1	1	-0.3	-4	3	2	-2	1
Cc1ccc(NC(=O)C(C)Sc2nnc(-c3cccnc3)o2)cc1 (stereo unspecified)	9	5	-1	-3	-0.2	2	-3	0	2	-2
Cc1cccc(OCCCC(=O)O)c1C	4	3	0	0	-1.1	5	4	0	1	0
Cc1c(C(=O)OCC(=O)Nc2c(C)n(C)n(-c3ccccc3)c2=O)cccc1[N+](=O)[O-]	2	-6	-1	0	0.3	3	0	0	-1	2
C[C@H]1CN([C@@H](C)CO)C(=O)CCCn2cc(nn2)CO[C@@H]1CN(C)C(=O)NC1CCCCC1	-1	.	-1	-4	1.9	2	-1	-1	0	-2
COc1cc2c(cc1OC)C(c1cccc(Cl)c1Cl)CC(=O)N2 (stereo unspecified)	5	0	1	0	-0.6	-2	-1	-1	-5	-2
COc1ccc(NC(=O)Nc2nc(C(N)CC(C)C)cs2)cc1 (stereo unspecified)	-1	.	1	2	-0.1	1	10	3	28	0
Cc1c(NC(=O)COC(=O)C23CC4CC(CC(Br)(C4)C2)C3)c(=O)n(-c2ccccc2)n1C	-3	2	1	0	1.6	-1	-4	0	-6	-1
Cc1ccc2cc(/C=N/Nc3nc4ccccc4[nH]3)c(Cl)nc2c1	8	7	-5	-2	-1.4	-1	-5	-2	11	0
CC1(C)CC(=O)c2cnc(N3CCN(c4ccccc4)CC3)nc2C1	6	4	-1	3	0.2	-4	1	2	0	0
Cc1ccc(C(=O)NC(NCc2ccccc2)C(Cl)(Cl)Cl)cc1 (stereo unspecified)	1	-2	-1	-1	-1.5	-2	-1	-2	-1	-2
Oc1cc2c(cc1O)C(c1ccccc1)CNCC2 (stereo unspecified)	4	7	4	3	-5.3	-6	6	9	3	-4
S=c1nccc(-c2ccc3c(c2)CCO3)[nH]1	-1	3	-3	-5	5.0	-8	1	11	4	0
COc1cc(C2C3=C(COC3=O)Oc3cc4c(cc32)OCO4)ccc1O (stereo unspecified)	1	4	-1	-1	0.3	10	2	4	2	1
Cc1ccc2nsnc2c1NS(=O)(=O)c1c(C)ccc2nsnc12	-1	0	-2	-7	-1.5	7	-2	-1	5	3
O=[N+]([O-])c1cccc(S(=O)(=O)Nc2cccc(-c3ccc(N4CCCC4)nn3)c2)c1	-3	-2	-1	-8	-3.4	2	-6	-2	24	5
CCN(CC)C(=O)Cn1cnc2sc(C(=O)N3CCN(Cc4ccc5c(c4)OCO5)CC3)c(C)c2c1=O	0	3	1	-2	-4.4	-7	3	-3	-1	7
Cc1ccc(NCC(=O)Nc2cccc(F)c2)cc1S(=O)(=O)N1CCCCCC1	-6	-4	2	3	0.3	-3	2	0	1	-10
O=C(Cn1cc2c(n1)CCCCC2)Nc1ccccc1Cl	-5	-1	2	0	1.6	-5	2	1	-6	0
O=C(CCC(=O)Nc1ccccc1Cl)NNC(=O)NC1CCCCC1	0	1	2	-4	-0.9	-1	3	5	-5	-4
Cc1cn([C@H]2C[C@H](O)[C@@H](CCC(=O)NCc3ccccc3)O2)c(=O)[nH]c1=O	6	12	0	-2	-0.9	-1	4	2	0	1
CC(C)Oc1ccccc1C1CC(=O)Nc2cc3c(cc21)OCO3 (stereo unspecified)	7	1	4	3	0.3	-2	-2	3	-6	4
O=C(Nc1cnccn1)c1ccncc1	-1	5	-1	0	-5.1	8	-7	-1	1	4
CCC1(C)COC(c2ccc3c(c2)OCO3)OC1 (stereo unspecified)	-2	-1	1	-7	-0.2	-1	1	-3	2	1
Cc1cc(NC(=O)CSc2nnc(COc3ccccc3)n2Cc2ccco2)no1	5	-3	-2	-1	1.0	5	-1	-2	-3	0
Next part.
SMILES	mABHD4 FP	HTRA1 inh	UHRF1 binding	MBD2 DNA inh	PG9 binder	TCR CD3 inh	NR1D1 modulator	PRMT1 inh	rCAG RNA binder	LEDGF integ inh
CCOC(=O)C1CCCN(C2CCN(Cc3nc(-c4ccccc4)no3)CC2)C1 (stereo unspecified)	-3	-2	3	3	-2.9	16	-3	-1	-7	2
C#CCn1ccc(O)c(Cc2c(F)cccc2Cl)c1=O	3	-11	2	-2	-0.4	2	-7	1	-2	-2
O=S(=O)(NC1CCCCCC1)c1cccc(Cl)c1	-2	-10	-2	0	-2.4	9	2	-3	3	-3
O=C(COC(=O)C(Cc1ccccc1)NC(=O)c1ccco1)NC1CC1 (stereo unspecified)	2	6	-3	-3	0.8	1	-2	-3	-4	0
COc1ccccc1N1CCN(C2CCCN(C(=O)c3cc(C4CC4)on3)C2)CC1 (stereo unspecified)	2	-3	-2	-1	-2.4	5	2	-4	-8	-1
CCOC(=O)C1(c2nc(N)cs2)COC(=O)C1 (stereo unspecified)	-7	0	-1	-4	0.0	-3	-3	0	1	8
O=S1(=O)c2ccc(Br)cc2OC[C@@H](Cc2ccccc2)N1Cc1cn(Cc2ccc(Cl)cc2)nn1	-8	.	3	-6	.	.	-4	2	6	0
O=C(O)C1SCCN1S(=O)(=O)c1ccc2ccccc2c1 (stereo unspecified)	3	8	8	0	-0.3	-3	0	3	4	2
Cc1cccc(N2C(S)=C(C#N)C(=O)NC2c2cccs2)c1 (stereo unspecified)	3	7	0	0	-0.1	6	-2	1	2	-3
COc1cc(/C=C/C(=O)OCC(=O)Nc2ccccc2Cl)cc(OC)c1OC	-3	2	0	-2	23*	7	-11	-2	-3	2
CC1CCCCC1NC(=S)Nc1ccc(SC(F)F)cc1 (stereo unspecified)	-29	-14	38*	1	-0.5	-3	9	4	-2	0
COc1cc(NC(=O)CNC(c2ccccc2)c2ccccc2)cc(OC)c1OC	-5	-2	4	3	1.6	-10	0	0	1	-3
CCc1cc2c(=O)c(-c3ccc4c(c3)OCCO4)coc2c(CN2CCCCC2C)c1O (stereo unspecified)	-7	-13	1	0	1.7	-5	-4	6	18	-7
Cc1onc(-c2ccccc2Cl)c1C(=O)N1CCOC12CCN(c1cccc(F)n1)CC2	5	-4	13	-2	-1.5	6	1	0	-2	2
Cn1cc(CN2CC3C[C@@H]4CC2C[C@H](C3)C4)c(-c2ccc3c(c2)OCCO3)n1	7	-9	1	-1	-1.5	0	-1	1	-8	-2
CCS(=O)(=O)c1ccc(O)c(NC(=O)COc2ccc(Cl)cc2)c1	-2	-2	-1	3	-2.2	5	-2	1	8	3
Cc1cc(C(=O)OCC(=O)NCCC(C)C)c2ccccc2n1	10	4	0	0	-0.6	3	2	2	-2	0
COc1cccc(NC(=O)c2ccccc2-c2ccccc2C(=O)O)c1	-2	0	1	-2	-0.1	0	-4	-2	2	7

Compound profiles, from the list above.
O=S(=O)(NC1CCCCCC1)c1cccc(Cl)c1 across the screens: mABHD4 FP: -2; HTRA1 inh: -10; UHRF1 binding: -2; MBD2 DNA inh: 0; PG9 binder: -2.4; TCR CD3 inh: 9; NR1D1 modulator: 2; PRMT1 inh: -3; rCAG RNA binder: 3; LEDGF integ inh: -3
CC1CCCCC1NC(=S)Nc1ccc(SC(F)F)cc1 (stereo unspecified) across the screens: mABHD4 FP: -29; HTRA1 inh: -14; UHRF1 binding: 38*; MBD2 DNA inh: 1; PG9 binder: -0.5; TCR CD3 inh: -3; NR1D1 modulator: 9; PRMT1 inh: 4; rCAG RNA binder: -2; LEDGF integ inh: 0

Assay outcomes as filed in PubChem.
